Assay outcomes deposited in PubChem by National Center for Advancing Translational Sciences (NCATS).
ERK EGF inh: blocks ERK signaling stimulated by EGF | hit rate 0.41% among 130,000 | HEK293-V1b, EGF-stimulated phospho-ERK AlphaScreen | Potency, µM (titrated, usually from 11.5 µM), inactives show at the top dose activity change, negative = inhibition, usual class: inhibitors; active means well fitted inhibition curve with a large enough effect; inconclusive means small, poorly fitted or top-dose-only effect, or effect the other way;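 further: plate controls were stimulated vehicle wells for no effect and unstimulated vehicle basal for full effect; nearly all actives have a fitted effect of over 55% in size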
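Concentration-response of compounds against EGF-driven ERK phosphorylation in V1b-expressing HEK293 cells; 30 min preincubation, 5 min EGF, AlphaScreen detection; Normalized to DMSO basal and 25 nM EGF.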
* = called active by the depositor; ? = inconclusive; & = joins results of further samples; [ ] = dose if it differs, or a comment. Potency means the concentration at half of the fitted maximal effect. The list is partial, so the mix of outcomes need not match the whole.

SMILES	ERK EGF inh
CCc1ccc(CN2CCN(C(=O)Cc3ccccc3)CC2)cc1	-6%
CCCCC/C=C\C=C\[C@H](CCCCCCCC(=O)O)OO	-10%
CCOC(=O)C1(CCc2ccccc2)CCN(Cc2cccc3cnccc23)CC1	?
CC1CCCCN1Cc1ccc(Cl)nc1 (configuration not stated)	-5%
CCCn1c(C(=O)c2ccc(OC)cc2)nc2ccccc21	2%
CC(C)NC(=O)c1ccc(N2CC3CC(C2)c2cccc(=O)n2C3)c([N+](=O)[O-])c1 (configuration not stated)	6%
CN1C(=O)C(=Cc2sc(=O)n(-c3ccccc3)c2N2CCCCC2)C(=O)N(C)C1=O	?
CC(=O)Nc1nnc(CCN(CCc2nnc(NC(C)=O)s2)[N+](=O)[O-])s1	-1%[57.5 µM]
COCCNCCOc1ccc(C(C)(C)c2ccccc2)cc1	-5%
O=c1[nH]c2ccccc2n1CCCN1CCC(n2c(=O)[nH]c3cc(Cl)ccc32)CC1	?
CC(=O)N1CCC2(CC1)CC(=O)c1cc(OCC(=O)N3CCC4(CC3)OCCO4)ccc1O2	-2%
CN1CCC(O)(c2ccc(Cl)cc2)C(C(=O)c2ccc(Cl)cc2)C1 (configuration not stated)	-8%
CC1CN=C(Nc2ccc(F)c(Cl)c2)S1 (configuration not stated)	-3%[57.5 µM]
COc1ccc2[nH]c(C)c(CCNCc3cc(OC)c(OC)c(OC)c3)c2c1	-2%
CCCCCCCCCCCCCC(=O)O[C@@H]1[C@@H](C)[C@@]2(O)[C@@H](C=C(CO)C[C@@]3(O)C(=O)C(C)=C[C@@H]23)C2C(C)(C)[C@@]21OC(C)=O (some centres not stated)	-2%
O=c1[nH]c(=O)n(C2CCCCC2)c(O)c1/C=C/C=Nc1ccccc1	8%[57.5 µM]
O=C(c1ccc(N2CC3CC(C2)c2cccc(=O)n2C3)c([N+](=O)[O-])c1)N1CCCC1 (configuration not stated)	9%
COc1ccc(CC2c3cc(OC)c(OC)cc3CCN2C)cc1O (configuration not stated)	-2%
O=C(CN1CCCC1=O)NCCc1ccccc1	17%
Cc1ccc(-n2c(O)c(C=NCCCn3ccnc3)c(=O)[nH]c2=O)cc1	13%[57.5 µM]
CN(C)C(=O)Oc1cccc(-c2cn3cc(Cl)ccc3n2)c1	9%
C=CCN1C(=O)/C(=C\c2ccc(N3CCOCC3)o2)C(=O)NC1=S	2%
Cc1cc(C)cc(N2C(=O)NC(=O)/C(=C/c3cccn3-c3ccc(Cl)cc3)C2=O)c1	11%
O=C(NCC(c1cccnc1)N1CCOCC1)Oc1ccccc1 (configuration not stated)	1%
O=C1/C(=C\c2ccc(Cl)c(Cl)c2)N2CCC1CC2	?
CCOC(=O)C1(c2ccccc2)CCN(CC(=O)Nc2cccc3ccccc23)CC1	-2%
N#Cc1ccccc1NC(=O)CN1CC=C(c2ccccc2)CC1	0%
CCCCCn1c(=O)c(C(=O)Nc2nc3ccccc3[nH]2)c(O)c2ccccc21	3%[57.5 µM]
Brc1ccccc1	0%[57.5 µM]
CN(C)C1C(=O)C(C(N)=O)=C(O)[C@@]2(O)C(=O)C3=C(O)c4c(O)cccc4[C@@](C)(O)C3C[C@@H]12 (some centres not stated)	-14%
CC(C)CCC1(CCc2ccncc2)C(=O)NC(=O)NC1=O	1%
Cc1ccc(C(=O)N/C(=C\Cl)P(=O)(c2ccccc2)c2ccccc2)cc1	1%
Cc1nn(Cc2ccccc2)c(C)c1C(=O)OCC(=O)NC1CCS(=O)(=O)C1 (configuration not stated)	8%
Cc1cc(/C=C2\C(=O)NC(=O)N(c3ccc(Cl)cc3)C2=O)c(C)n1C	-10%
CC(C)Oc1cccc(C(=O)C2CCCN(C3CCOCC3)C2)c1 (configuration not stated)	-7%
N[C@@]1(C(=O)O)CC[C@@H](C(=O)O)C1	-4%
CC(C(=O)c1ccccc1)N1C(=O)c2ccccc2C1=O (configuration not stated)	10%
CCOc1ccc(C2C(C#N)=C(N)Oc3c2c(=O)oc2ccccc32)cc1 (configuration not stated)	-9%[57.5 µM]
O=[N+]([O-])c1cc(-n2cnnn2)c(O)c([N+](=O)[O-])c1	0%[57.5 µM]
O=C1/C(=C\c2cccnc2)N2CCC1CC2	-9%[57.5 µM]
Cn1c(O)c(C=NCCN2CCOCC2)c(=O)n(C)c1=S	4%[57.5 µM]
Cc1nc2c(=O)n(C)c(=O)nc-2n(C)n1	22%
Cc1cccc(NC(=O)OC2CN3CCC2CC3)c1 (configuration not stated)	-8%[57.5 µM]
COc1cc(C=C(C#N)C#N)cc(O)c1O	-2%
C[C@](N)(CCP(=O)(O)O)C(=O)O	2%
CC1=C2C3OC(=O)[C@H](C)[C@H]3CC[C@@]2(C)C=CC1=O (some centres not stated)	0%
CC(C)(C)c1cc(C=C(C#N)C#N)cc(C(C)(C)C)c1O	12%
COc1ccc(N=Cc2c(O)n(Cc3ccccc3)c(=S)[nH]c2=O)c(OC)c1	-9%[57.5 µM]
Cc1cc(C(=O)O)c(C)n1C1CC1	-5%[57.5 µM]
O=C1C2CCCN2C(c2ccc(Cl)c(Cl)c2)N1c1ccccn1 (configuration not stated)	-6%
CCC/C=C(\CCC)C(NP(=O)(c1ccccc1)c1ccccc1)c1ccccc1 (configuration not stated)	?
Cc1cccc(OP(N)(=O)Oc2cccc(C)c2)c1	2%[57.5 µM]
CC(C)[C@H]1C(=O)N2CCC[C@H]2[C@]2(O)O[C@](NC(=O)[C@@H]3C=C4c5cccc6[nH]cc(c56)C[C@H]4N(C)C3)(C(C)C)C(=O)N12	?
Cn1cc(C(=O)Cc2ccccc2)c2ccccc21	-4%
O=C(Nc1ccc(F)cc1)c1c(O)c2c(n(Cc3ccccc3)c1=O)CCCC2	9%
CN1CCN(/N=C/c2c(O)n(CCC3=CCCCC3)c(=S)[nH]c2=O)CC1	-19%[57.5 µM]
COc1cc2c(cc1O)CC1c3c(cc(O)c(OC)c3-2)CCN1C (configuration not stated)	-1%
Clc1ccc(N2CCNCC2)nn1	-4%
O=c1[nH]c(=O)n(-c2ccccc2F)c(O)c1C=NCCC1=CCCCC1	2%
CN(C)CC1CSCCC1(O)c1ccccc1Cl (configuration not stated)	2%
The list goes on:
SMILES	ERK EGF inh
Cn1c(O)c(/C=N/N2CCOCC2)c(=O)n(-c2ccccc2)c1=S	1%[57.5 µM]
COC1=C[C@]23CCCN2CCc2cc4c(cc2[C@@H]3[C@@H]1O)OCO4	-6%
Cc1ccc(N2C(=O)NC(=O)/C(=C/C=C/c3ccco3)C2=O)cc1	0%
CN[C@H](C)[C@H](O)c1ccccc1	-26%[57.5 µM]
COc1ccc(C(=O)C2CCCN(Cc3cnc(C)s3)C2)c(OC)c1 (configuration not stated)	5%
COc1cccc(C(=O)C2CN(C)CC2c2ccc(Cl)cc2)c1 (configuration not stated)	-3%
COc1ccc(-n2c(O)c(C(C)=Nc3ccc4c(c3)CCC4)c(=O)[nH]c2=O)cc1	-1%[57.5 µM]
CC(C)Oc1ccc(CC2(CCc3ccncc3)C(=O)NC(=O)NC2=O)cc1	4%[57.5 µM]
C[Se]C[C@H](N)C(=O)O	2%
O=c1[nH]c(O)c(C=NC2CCCCC2)c(=O)[nH]1	-7%[57.5 µM]
CCC(=NCCc1ccccc1)c1c(O)[nH]c(=O)[nH]c1=O	-5%[57.5 µM]
CCCCOC(=O)CCN1C(=O)/C(=C2\SC(=S)N(CCC(=O)OCCCC)C2=O)SC1=S	?
O=C(O)C1C2c3ccccc3C(c3ccccc32)C1C(=O)Nc1ccccc1 (configuration not stated)	2%
C=CCn1c(O)c(/C=N/NC(=O)c2ccncc2)c(=O)[nH]c1=O	3%[57.5 µM]
CCCN1C[C@H](C)N([C@H](c2ccc(C(=O)N(CC)CC)cc2)c2cccc(OC)c2)C[C@H]1C	-7%
CC1NCCC2(O)CCCCC12 (configuration not stated)	-2%
COC(=O)[C@@H]1C[C@H]2CC[C@H](O)C[C@H]2N1CC1CC1	13%
CCCN1[C@H](C(=O)OC)C[C@@H]2CC[C@@H](O)C[C@@H]21	7%
O[C@@H]1[C@H](O)[C@H]2[C@@H](O)CCN2C[C@@H]1O	1%
C[N+]1(CC2COC(c3ccco3)O2)CCCCC1 (configuration not stated)	-3%

Some of the entries so far, as labelled records:
structure: C[Se]C[C@H](N)C(=O)O
  ERK EGF inh: 2%
structure: O=c1[nH]c(O)c(C=NC2CCCCC2)c(=O)[nH]1
  ERK EGF inh: -7%[57.5 µM]
structure: CCC(=NCCc1ccccc1)c1c(O)[nH]c(=O)[nH]c1=O
  ERK EGF inh: -5%[57.5 µM]
structure: CCCCOC(=O)CCN1C(=O)/C(=C2\SC(=S)N(CCC(=O)OCCCC)C2=O)SC1=S
  ERK EGF inh: ?

Next entries follow.
SMILES	ERK EGF inh
CC(=NCCCO)c1c(O)n(Cc2ccccc2)c(=O)[nH]c1=O	11%
S=P(Nn1cnnc1)(c1ccc(Br)cc1)c1ccc(Br)cc1	10%
CCOP(=S)(OCC)Oc1cc(C)oc(=O)c1	-7%[57.5 µM]
CC(C)C(=O)Nc1ccc(S(=O)(=O)N2CC3CC(C2)c2cccc(=O)n2C3)cc1 (configuration not stated)	-4%[57.5 µM]
c1ccc(-c2nnc(C3CC(c4cccnc4)=NO3)o2)cc1 (configuration not stated)	-2%[57.5 µM]
Cc1ccccc1NC1(C#N)CCCCC1	2%
CN(C)c1ccc(C(=O)N/N=C/C23CC[C@@H](O)CC2(O)CC[C@@H]2[C@@H]3CCC3(C)C(C4=CC(=O)OC4)CCC23O)cc1 (some centres not stated)	2%[57.5 µM]
CC(C)NC(C)Cc1ccc(I)cc1 (configuration not stated)	17%
O=P(O)(Oc1ccccc1)OC(c1ccccc1)C(F)(F)F (configuration not stated)	1%
CCc1n[nH]c(CCN)n1	11%[57.5 µM]
CC(C)(C)C(O)C(Oc1ccc(Cl)cc1)n1cncn1 (configuration not stated)	-17%[57.5 µM]
O=c1[nH]c(=S)n(Cc2ccc(F)cc2)c(O)c1C=NCCCn1ccnc1	3%[57.5 µM]
O=c1[nH]c(=O)n(C2CCCCCC2)c(O)c1C=NCc1cccnc1	-8%[57.5 µM]
O=C(Nc1ccc(Cl)cc1)OC1CN2CCC1CC2 (configuration not stated)	2%[57.5 µM]
Cc1cccc(NC2=NCCCS2)c1	10%[57.5 µM]
NCCc1c[nH]c2ccc(C(N)=O)cc12	7%&6%
CC(C)C(=O)Nc1ccc(N2CCN(C)CC2)c(F)c1	-8%
CCCCn1c(O)c(/C=N/N2CCOCC2)c(=O)[nH]c1=S	4%[57.5 µM]
N#Cc1c(Cl)nc(Cl)c2c1CCN(Cc1ccccc1)C2	-3%
Cc1ccc(-n2c(O)c(C=Nc3ccc(Br)cn3)c(=O)[nH]c2=O)cc1	-2%

Fetched by compound from above (4):
SMILES	ERK EGF inh
NCCc1c[nH]c2ccc(C(N)=O)cc12	7%&6%
c1ccc(-c2nnc(C3CC(c4cccnc4)=NO3)o2)cc1 (configuration not stated)	-2%[57.5 µM]
Cc1cccc(NC2=NCCCS2)c1	10%[57.5 µM]
CC(C)C(=O)Nc1ccc(S(=O)(=O)N2CC3CC(C2)c2cccc(=O)n2C3)cc1 (configuration not stated)	-4%[57.5 µM]

Additional results.
SMILES	ERK EGF inh
COc1cccc(C2(O)CCN(Cc3ccncc3)CC2)c1	26%
COP(=S)(OC)SCn1nnc2ccccc2c1=O	27%
CCOC(=O)C1C(C=C(C)C)C1(C)C (configuration not stated)	27%
O=C(Cn1cc(C(=O)c2ccccc2F)c2ccccc21)NC1CC1	-3%
COc1ccc(N2C(=O)NC(=O)/C(=C/c3ccc4c(c3)Cc3ccccc3-4)C2=O)cc1	5%
COc1ccc(CN2C(=O)NC(=O)/C(=C\c3ccco3)C2=O)cc1	-1%
Cn1c(O)c(/C=N/N2CCOCC2)c(=O)n(C)c1=S	2%[57.5 µM]
CCCCCCC(C)(C)c1ccc([C@@H]2C[C@H](O)CC[C@H]2CCCO)c(O)c1	13%
N#CC(=Cc1ccc(O)c(O)c1)C(N)=S	5%
Cc1ccc2c(c1)=C/C(=C\c1c(O)[nH]c(=O)[nH]c1=O)C(=O)N=2	0%
CCc1ccccc1NC(=O)CNC1CCCCC1	-7%
CN(C)P(=S)(Nc1ccccc1)C(Cl)(Cl)Cl (configuration not stated)	3%
O=C1NC(=S)N(c2ccc(Br)cc2)C(=O)/C1=C/N1CCN(C(=O)c2ccco2)CC1	9%
c1ccc(N=Nc2ccccc2)cc1	13%
O=C(c1ccccc1)c1ccccc1N=Cc1c(O)[nH]c(=O)[nH]c1=O	-6%
CCCCC(=O)N/N=C/c1c(O)n(CCc2ccccc2)c(=O)[nH]c1=O	1%[57.5 µM]
CCN(CC)C(=O)c1ccc2c(c1)C1C(Cl)C(Sc3ccccc3[N+](=O)[O-])CC1C(C(=O)O)N2 (configuration not stated)	?
CSCc1nnc2n1-c1ccc(Cl)cc1C(c1ccccc1)=NC2	-1%
CCC1CN2CCC1CC2C(O)c1ccnc2ccc(OC)cc12 (configuration not stated)	-4%
CN1c2ccc([N+](=O)[O-])cc2CC2(C(=O)NC(=O)NC2=O)C1c1ccccc1 (configuration not stated)	-4%

Another view of some results above.
SMILES | ERK EGF inh
CCc1ccccc1NC(=O)CNC1CCCCC1 | -7%
CN(C)P(=S)(Nc1ccccc1)C(Cl)(Cl)Cl (configuration not stated) | 3%
O=C1NC(=S)N(c2ccc(Br)cc2)C(=O)/C1=C/N1CCN(C(=O)c2ccco2)CC1 | 9%
c1ccc(N=Nc2ccccc2)cc1 | 13%
O=C(c1ccccc1)c1ccccc1N=Cc1c(O)[nH]c(=O)[nH]c1=O | -6%
CCCCC(=O)N/N=C/c1c(O)n(CCc2ccccc2)c(=O)[nH]c1=O | 1%[57.5 µM]
CCN(CC)C(=O)c1ccc2c(c1)C1C(Cl)C(Sc3ccccc3[N+](=O)[O-])CC1C(C(=O)O)N2 (configuration not stated) | ?
